High-throughput results from PubChem BioAssay.
TRHR enhancer – allosterically enhances the human TRH receptor; P34981; TRHR cells, fluo-8 calcium fluorescence, EC20 TRH enhancement; enhancement, % at 2 µM; 360,000 tested, 0.66% active; in the data active = enhancement above about 30%; also: 0% is about no effect
Target sequence (P34981 whole entry, looked up): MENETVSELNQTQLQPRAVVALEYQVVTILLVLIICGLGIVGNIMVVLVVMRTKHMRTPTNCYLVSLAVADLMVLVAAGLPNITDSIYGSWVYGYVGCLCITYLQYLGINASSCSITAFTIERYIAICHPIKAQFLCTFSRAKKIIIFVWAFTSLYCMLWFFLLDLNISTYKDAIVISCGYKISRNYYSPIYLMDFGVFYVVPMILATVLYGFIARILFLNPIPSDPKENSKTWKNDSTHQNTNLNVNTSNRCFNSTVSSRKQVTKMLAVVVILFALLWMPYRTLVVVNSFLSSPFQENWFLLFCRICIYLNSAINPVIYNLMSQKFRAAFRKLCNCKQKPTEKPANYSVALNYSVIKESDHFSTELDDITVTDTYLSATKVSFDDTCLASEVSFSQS
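Enhancer read-out: after compound pinning and an initial kinetic agonist-mode read, an EC20 of TRH (10 nM final) was injected and fluo-8 calcium signal (Ex 480/Em 530) followed at 1 s/cycle for 100 cycles in TRHR-expressing cells.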
D1 agonist – human D1 receptor agonism. HEK293 T-REx D1 cells, calcium flux, agonist mode. activation, % at 2 µM. 360,000 tested, 1% active. AID 504660. P21728; also: 0% is about no effect
Target sequence (P21728 whole entry, looked up): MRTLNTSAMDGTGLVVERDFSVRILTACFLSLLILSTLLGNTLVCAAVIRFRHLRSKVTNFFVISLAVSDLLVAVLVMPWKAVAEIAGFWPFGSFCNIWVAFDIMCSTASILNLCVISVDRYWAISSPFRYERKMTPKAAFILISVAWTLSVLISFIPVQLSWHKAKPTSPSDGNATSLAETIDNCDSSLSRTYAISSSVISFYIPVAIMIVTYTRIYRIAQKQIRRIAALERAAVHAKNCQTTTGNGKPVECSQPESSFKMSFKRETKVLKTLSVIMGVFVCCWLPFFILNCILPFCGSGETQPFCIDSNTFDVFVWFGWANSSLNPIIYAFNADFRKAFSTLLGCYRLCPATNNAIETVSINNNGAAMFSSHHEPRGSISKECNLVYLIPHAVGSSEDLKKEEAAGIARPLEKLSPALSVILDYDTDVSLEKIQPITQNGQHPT
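Agonism was scored from calcium flux recorded over 180 s (1 read/s) after pintool compound addition, following a 10-cycle baseline. Cells were inducible force-coupled HEK293 TREx D1, plated overnight at 30 C and loaded with no-wash calcium dye.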
D2 antag – D2 dopamine receptor (human) antagonism | P14416 | HEK293 TREx D2 cells, calcium flux, dopamine EC80 | inhibition, % at 10 µM | 340,000 tested, 2% active | AID 485344; in the data active = inhibition above about 30%; also: 0% is about no effect
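Tetracycline-induced HEK293 T-REx cells expressing D2 force-coupled to calcium signalling were dye-loaded, exposed to compound for 180 s, then challenged with an EC80 of dopamine; calcium flux was followed kinetically for a further 180 s.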
D2 agonist – agonists of human D2 dopamine receptor; P14416; activation, % at 2 µM; 340,000 tested, 0.53% active; HEK293 T-REx D2 cells, calcium flux agonist mode;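 active = activation over 3 SD above normal in the single-dose calcium agonist read, cut at about 30% in these data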; also: 0% is about no effect
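HEK293 Trex D2 cells, tetracycline-induced, o/n 30 C 5% CO2; no-wash Ca dye, RT 30–90 min; 10-cycle baseline, 23 nl cpd added, kinetic Ca read 180 s; agonist hits = positive Ca response.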
D1 PAM – enhances dopamine response at the human D1 receptor; P21728; potentiation, % at 10 µM; 360,000 tested, 0.036% active; AID 504651; HEK293 TREx D1 cells, calcium flux, dopamine EC20 potentiation; in the data active = potentiation above about 30%; also: 0% is about no effect
D2 potentiator – D2 dopamine receptor (human) potentiation. P14416. HEK293 T-REx D2, calcium flux, EC20 dopamine potentiation. potentiation, % at 10 µM. 340,000 tested, 0.34% active. AID 485347;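 active = potentiation over 3 SD above the plate norm, cut at about 30% in these data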; also: 0% is about no effect
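Potentiation of an EC20 dopamine calcium response measured kinetically over 180 s, after a preceding 180 s compound-only read flagging agonists. Cells: inducible Hek293 Trex D2 line, 4000/well, cultured overnight at 30 C before dye loading.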
TRHR agonist – TRH receptor (human) agonism; TRHR cells, calcium flux fluo-8, FDSS agonist mode; activation, % at 2 µM; 360,000 tested, 0.18% active; also: 0% is about no effect
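Fluo-8-loaded TRHR cells; 10 s baseline, compound added, kinetic Ca2+ fluorescence read 1/s, agonist mode.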
RXFP1 antagonist – antagonists of human relaxin receptor RXFP1; Q9HBX9; HEK293-RXFP1, relaxin-stimulated cAMP HTRF, 30 min; stronger effect = lower value; activity change, negative = inhibition, % at 57.5 µM; 350,000 tested, 0.59% active; AID 1259400;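 active = activity change of -60% or lower, but not beyond a set lower limit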; also: % is scaled to controls: 0 for no effect and ±100 for the full control effect
D1 antagonist – human D1 dopamine receptor antagonism; P21728; HEK293 TREx D1 cells, calcium flux, dopamine EC80; stronger effect = lower value; activity change, negative = inhibition, % at 10 µM; 360,000 tested, 3.2% active; AID 504652; in the data active = activity change below about -30%; also: % is scaled to controls: 0 for no effect and ±100 for the full control effect
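Compound effects on dopamine-evoked calcium signalling were measured in tetracycline-induced HEK293 Trex D1 cells. Dopamine at EC80 followed a 180 s compound pre-read, and fluorescence was tracked kinetically for 180 s more.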
Starred values were filed as active, the others as inactive; x = not tested or not shown; & = joins results of further samples; ! = a repeat was not active. Rule as the data show it, unless noted: active = activation above about 30%; inactive = the rest.

molecule	TRHR agonist	TRHR enhancer	D1 antagonist	RXFP1 antagonist	D1 PAM	D2 agonist	D2 antag	D1 agonist	D2 potentiator
Cc1cc(C)cc(OCC(=O)Nc2cccc(S(=O)(=O)NC3=NCCC3)c2)c1	-0.7	6	4	4	0	-0.8	-13	1	9
COc1ccc(C(=O)O)cc1S(=O)(=O)Nc1ccccc1Cc1ccccc1	-0.3	2	-19	4	-5	-0.5	-6	2	8
CCC(O)(c1ccc(OC)cc1)C(CN1CCOCC1)c1ccccc1 (stereo not drawn)	-0.8	-1	7	-1	-2	-0.2	6	2	-2
Cc1ccc(OCc2cc(C(=O)N3CCC(C(O)C(C)C)CC3)no2)cc1C (stereo not drawn)	-0.2	-6	-9	-11	-9	-1.0	4	13	2
CCOC(=O)c1ccc(NC(=O)CSc2nnc(NC(=O)c3ccc(S(=O)(=O)N4CCOCC4)cc3)s2)cc1	0.3	-14	0	x	-6	-0.4	-4	2	-2
Cc1ccc(/C=c2\sc3nc(-c4ccco4)nn3c2=O)o1	-1.9	7	-9	-12	-3	-0.6	-10	5	16
O=C(OCCN1C(=O)c2cccc3c(N4CCOCC4)ccc(c23)C1=O)c1ccccc1Cl	0.3	12	-25	4	24	x	x	167*	-6
COCCCNC(=O)CN(c1cc(Cl)cc(Cl)c1)S(C)(=O)=O	-0.3	-4	7	3	-1	0.8	5	2	-17
COC(=O)CN(c1cc(Cl)ccc1OC)S(=O)(=O)c1ccc(OC)c(OC)c1	-0.4	16	4	x	-3	x	x	1	x
O=C(NCc1cccnc1)c1cc([N+](=O)[O-])ccc1N1CCOCC1	0.9	2	4	7	3	0.0	-10	4	2
CCCCCN=CC1=C(O)CC(c2ccccc2)CC1=O (stereo not drawn)	0.0	6	19	-2	-1	-0.3	-4	7	-4
Cc1ccc(S(=O)(=O)NCC(=O)NCC(=O)N2CCN(c3ncccn3)CC2)cc1C	-0.9	2	-14	-8	-10	0.1	-26	5	-1
Cc1ccccc1NC(=O)CCCC(=O)c1ccccc1	-0.1	0	3	-8	-2	0.0	2	6	13
Cc1[nH]n(-c2ccccc2)c(=O)c1/C=N/NC(=O)c1ccc(O)cc1O	-0.9	5	-6	5	9	-0.8	9	1	0
O=C(NCCC1=CCCCC1)C1CCN(C(=O)Cc2ccccc2)CC1	-3.1	30	3	-14	-5	-0.3	8	0	-3
CNc1cc(C)c(C#N)c2nc3ccccc3n12	0.1	-2	11	-9	5	-0.5	-10	4	-11
Cc1ccc(NC2=CC(=O)CC(c3ccccc3)C2)cc1 (stereo not drawn)	0.0	14	-4	-13	-4	0.6	-19	2	-10
O=C(COC(=O)c1ccc(Cl)c([N+](=O)[O-])c1)Nc1ccccc1OC(F)F	-0.6	-7	-22	-2	-2	0.4	-4	3	-6
COc1cc2c(cc1OC)C(C)N(C(=O)c1cc3c(s1)-c1c(C)cccc1OC3)CC2 (stereo not drawn)	-0.5	-7	-4	x	-5	-0.5	2	-1	3
O=C(CCn1nc(-c2ccc(Cl)cc2)ccc1=O)NCCCN1CCCCCC1	-0.1	-5	-13	10	-3	0.4	15	-1	-13
CCCC(=O)Nc1ccc(N2CCCCC2)cc1	-0.2	6	10	0	-3	-0.8	6	2	-9
O=C1CSC(=S)N1	0.0	-5	6	x	1	0.4	-4	3	4
Cc1ccc(CNc2nnc(C)c3nnn(Cc4ccc(F)cc4)c23)cc1	2.5	19	-8	3	-1	x	x	3	-7
CCCCNCCCOc1cccc(Cl)c1Cl	3.2	-5	-3	-12	-5	49*	87*	18	-35
Cc1ccc(C)c(N2CCN(S(=O)(=O)c3c(C)[nH]c(C)c3C(=O)N3CCCCC3)CC2)c1	-0.9	-11	11	22	-7	0.6	-11	6	-7
Cc1cc(C)c[n+](CC(=O)c2c(C)cc(C)c([N+](=O)[O-])c2C)c1	0.2	-22	-10	-4	-4	0.3	3	1	-5
Cc1ccc(/C=C/C(=O)Nc2ccccc2C(N)=O)o1	-0.9	14	7	-10	4	-0.2	x	-1	11
CC(=O)c1ccc(NC(=O)CSc2ccc3nc(-c4ccccc4)cn3n2)cc1	-0.4	4	4	5	-2	-2.3	x	1	x
COc1ccc(CCn2c(=N)c(S(=O)(=O)c3ccccc3)cc3c(=O)n4ccccc4nc32)cc1	0.7	-11	-4	8	-6	0.4	6	5	-4
COc1ccc(OC)c(S(=O)(=O)N2CCCC(C(=O)NCCN3CCOCC3)C2)c1 (stereo not drawn)	0.4	-4	-14	-4	-4	0.7	10	2	12
COc1ccc(NC(=O)C2CC(=O)NC3=C2C(=O)CC(C)(C)C3)cc1 (stereo not drawn)	0.2	1	-6	0	-2	-0.1	2	2	0
Cc1ccc2nc(Cn3cc(C(F)(F)F)cc(Cl)c3=O)cc(=O)n2c1	0.7	-1	-25	-4	3	2.2	-3	0	-1
Cc1nnc(SCc2cc(=O)oc3cc(O)ccc23)n1Cc1ccccc1	-0.4	1	16	-8	-5	-0.3	30*	0	5
Cc1nnc(SC(C(=O)Nc2ccc(Cl)c([N+](=O)[O-])c2)c2ccccc2)[nH]c1=O (stereo not drawn)	0.2	-2	3	-22	-6	3.3	-4	2	5
O=C(COc1ccccc1)Nc1cc(NC(=O)COc2ccccc2)cc(C(=O)O)c1	0.5	4	-17	-11	-4	x	x	1	x
COc1ccc(Cc2nnc(SCC(=O)Nc3ccccc3)[nH]c2=O)cc1	0.2	-4	-5	-4	5	0.1	9	5	-3
CN(CC(=O)Nc1ccc(C(N)=O)cc1)CC(=O)Nc1ccccc1Br	0.4	-9	-15	-3	-4	0.3	11	3	-6
COc1ccc(CCNC(=O)C2CC(=O)N(c3ccc(C)cc3)C2)cc1 (stereo not drawn)	-0.6	1	-12	-3	0	0.4	13	0	0
Cc1ccc(NC(=O)CN2C(=O)C3(SCC(=O)N3c3ccc(F)c(F)c3)c3ccccc32)c(C)c1 (stereo not drawn)	0.6	-7	-3	x	4	0.7	x	3	-4
O=C(O)c1ccc(NC(=O)c2cn(-c3ccccc3)nc2-c2cccc(Cl)c2)cc1	0.4	5	14	-37	-2	0.6	-15	-2	0
Cc1cc(C)c2cc(CN(Cc3nnnn3C3CCCCC3)CC3CCCO3)c(=O)[nH]c2c1 (stereo not drawn)	-1.5	11	24	-10	-1	-0.2	9	-1	10
S=c1[nH]nc(Nc2cccc(Cl)c2)s1	0.5	4	-6	-4	4	0.2	-2	0	14
Cn1c(=O)[nH]c(=O)c2c1nc(N/N=C/c1cccnc1)n2Cc1ccc(Cl)cc1	-0.1	6	-6	-13	-3	-0.5	-7	2	6
CC1=C(C#N)C(NC(=O)c2cccc(Cl)c2)(C(F)(F)F)C(=O)N1 (stereo not drawn)	-0.1&0.2	-6&-8	-31*!	x	0&0	-0.3	x	0&3	15
CCC(=O)NS(=O)(=O)c1ccc(N=NN2CCCCC2)cc1	0.7	2	-2	x	10	-1.3	0	0	4
C/C(=N/NC(=O)c1sc(NS(=O)(=O)c2ccccc2)nc1C)c1sc(N)nc1C	-0.2	12	3	-1	-1	0.3	-17	4	-3
CCOC(=O)CCCNC(=O)CCNC(=O)c1ccc(OCC(C)C)cc1	0.2	-3	-20	14	5	-1.2	-10	2	-5
CCc1cccc(NC(=O)CC2Oc3ccc(C)cc3NC2=O)c1 (stereo not drawn)	-0.4	-7	-12	-3	-1	-0.6	x	0	-2
COc1ccc(/C=C/C(=O)Oc2cccc(/C=N/NC(=O)Cc3ccc(Br)cc3)c2)cc1	0.0	-4	9	-7	4	x	x	1	-5
O=C(NCc1ccco1)C(c1ccccc1)N(C(=O)Cc1cccs1)c1ccccc1 (stereo not drawn)	-0.2	-2	0	0	-11	-0.7	-22	-1	2
c1ccc(OCc2nn3c(Cn4cnc5ccccc54)nnc3s2)cc1	-1.0	-1	-7	13	-8	0.2	-2	11	-4
OC1CCN(c2c3c(nc4cc(-c5cccc(F)c5)nn24)CCCC3)CC1	-0.8	-9	-6	-23	-8	0.8	2	0	-7

The order is random; overall some 7.1% were active at least once.
